High-throughput results: PubChem BioAssay, The Scripps Research Institute Molecular Screening Center
TAAR1 ag = human TAAR1 agonism; CHO RD-HGA16 TAAR1, Fluo-8 calcium fluorescence; vehicle wells 0%, saturating PEA agonist 100%; activation, % at 3 µM; hit rate 0.99% among 360,000;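 active means activation above the mean activation of all test compounds in the run plus 3 SD, cut at about 38% in these data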
Target sequence (Q96RJ0 whole entry, looked up): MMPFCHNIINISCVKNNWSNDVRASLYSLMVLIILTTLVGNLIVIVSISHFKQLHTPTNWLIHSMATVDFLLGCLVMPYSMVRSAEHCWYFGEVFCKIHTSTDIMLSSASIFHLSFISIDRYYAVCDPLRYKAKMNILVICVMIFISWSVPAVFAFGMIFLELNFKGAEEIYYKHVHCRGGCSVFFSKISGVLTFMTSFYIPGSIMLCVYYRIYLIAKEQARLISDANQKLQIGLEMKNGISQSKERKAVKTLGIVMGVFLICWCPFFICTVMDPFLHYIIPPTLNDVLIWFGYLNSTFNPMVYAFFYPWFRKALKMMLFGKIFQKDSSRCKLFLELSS
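Signal – calcium-sensitive Fluo-8 signal, excitation 470-495, emission 515-575 nm · System – RD-HGA16 (CHO) cells co-expressing Gα16 and hTAAR1 · Incubation – 17-24 h seeding, 75 min 37 °C dye, 30 min RT · Compound dosing – 3 µM single concentration · Repeats – no replicates (n 1)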
CHO parental Ca = counter-screen: ATP calcium response change in parental CHO cells; parental CHO-K1, ATP-induced calcium, Fluo-8 fluorescence; inhibition, % at 5.6 µM; hit rate 0.63% among 330,000; AID 463079;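 active means inhibition above that plate's mean sample inhibition plus 3 SD, cut at about 26% in these data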;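 further: 0% = ATP-challenged DMSO wells and 100% = DMSO wells without ATP; some compounds past the cut are filed as inactive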
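Test system: untransfected parental CHO cell line. Compound: one dose, 5.6 µM nominal. Detection: intracellular calcium via Fluo-8 no-wash fluorescent dye. Measure: % inhibition. Benchmarks: ATP-challenged DMSO wells low, unchallenged DMSO wells high.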
CHRM1 agonist = human M1 muscarinic receptor agonism; CHO-K1 hM1, Fluo-8 calcium fluorescence, agonist mode; 0% DMSO, 100% acetylcholine EC100; activation, % at 3 µM; hit rate 0.33% among 360,000;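 active means activation above the run's mean compound activation plus 3 SD, cut at about 16% in these data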;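 further: peak over basal fluorescence ratio within a 140 s kinetic read after compound addition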
TAAR1 antag = antagonists of human TAAR1; Q96RJ0; CHO RD-HGA16 TAAR1, Fluo-8 calcium fluorescence, antagonist; inhibition, % at 3 µM; hit rate 1.5% among 360,000; AID 624466;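 active means inhibition above a per-plate cutoff, the mean inhibition of test compounds on that plate plus 3 SD, cut at about 49% in these data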;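 further: 0% = DMSO plus EC80 beta-PEA response and 100% = DMSO alone without agonist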
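Assay system: CHO-derived RD-HGA16 cells stably expressing human TAAR1 plus Gα16. Timing: 140 s kinetic read after compound, 140 s after agonist. Technique: kinetic Fluo-8 calcium fluorescence measurement. Measure: % inhibition of agonist calcium response.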
CHO-K1 Ca ag = counter-screen for M1 agonists: effect in parental CHO-K1 cells; Fluo-8 calcium fluorescence; scaled to maximal ATP response, vehicle zero; activation, % at 3 µM; hit rate 0.48% among 360,000; in the data active means activation above about 15%;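 further: untransfected CHO-K1 host cells lacking M1 receptor as counterscreen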
CHRM1 antagonist = blocks human M1 muscarinic receptor; P11229; hit rate 1.3% among 360,000; inhibition, % at 3 µM; CHO-K1 hM1, Fluo-8 calcium fluorescence, ACh EC80 antagonist;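 active means percent inhibition above its own plate's cutoff, namely the mean of that plate's compound wells plus 3 SD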;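 further: peak over basal fluorescence ratio during 140 s after agonist addition; 0% = ACh EC80 plus DMSO and 100% = DMSO alone without agonist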
CHO-K1 Ca PAM = M1 PAM counterscreen hit in parental CHO-K1 cells; ATP EC20, Fluo-8 calcium fluorescence; 0% at ATP EC20, 100% at ATP max; activation, % at 3 µM; hit rate 0.02% among 360,000; AID 602247;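 active means activation above the run cutoff, the mean activation of all test compounds plus 3 SD, cut at about 40% in these data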;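 further: peak over basal fluorescence ratio in a 140 s read after ATP addition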
CHO-K1 Ca antag = counter-screen for M1 antagonists: effect in parental CHO-K1 cells. ATP-induced calcium, Fluo-8 fluorescence. inhibition, % at 3 µM. hit rate 0.6% among 360,000. AID 602250;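 active means inhibition above a per-plate cutoff, the plate's mean sample inhibition plus 3 SD, cut at about 24% in these data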;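 further: 0% = DMSO plus EC80 ATP and 100% = DMSO alone without ATP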
OXTR potentiator = potentiators of human oxytocin receptor. P30559. hit rate 0.061% among 320,000. CHO-OTR cells, Fluo-8 calcium fluorescence, potentiator mode; 0% = oxytocin EC15, 100% = EC100. activation, % at 3 µM;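 active means activation above that plate's cutoff, the mean activation of tested compounds plus 3 SD, cut at about 6.6% in these data, passing the limit was not always enough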;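 further: 100% uses oxytocin at 75 nM as the full agonist control; some results filed as inactive read as strong as hits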
Target sequence (P30559 whole entry, looked up): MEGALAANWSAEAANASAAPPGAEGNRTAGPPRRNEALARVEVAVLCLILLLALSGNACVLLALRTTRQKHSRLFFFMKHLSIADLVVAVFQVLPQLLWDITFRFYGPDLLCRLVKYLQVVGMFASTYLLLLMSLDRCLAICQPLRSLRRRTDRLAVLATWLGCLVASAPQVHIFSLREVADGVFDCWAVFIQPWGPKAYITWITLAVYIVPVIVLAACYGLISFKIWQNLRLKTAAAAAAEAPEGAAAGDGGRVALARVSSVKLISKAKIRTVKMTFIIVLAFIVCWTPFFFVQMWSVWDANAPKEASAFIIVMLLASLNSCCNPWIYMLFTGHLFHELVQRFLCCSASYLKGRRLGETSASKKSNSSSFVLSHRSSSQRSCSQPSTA
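assay system = CHO-OTR cells, human receptor | schedule = compound 6 min at room temperature before oxytocin, 100 s read | detection = Fluo-8 intracellular calcium fluorescence, ex 470-495, em 515-575 nm | evaluation = normalized max/min fluorescence ratio, % activation | control set = EC15 oxytocin alone as 0%, 75 nM oxytocin (EC100) as 100%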
The depositor's hits bear a star; nt = no result given.

SMILES | TAAR1 ag | CHO parental Ca | CHRM1 agonist | TAAR1 antag | CHO-K1 Ca ag | CHRM1 antagonist | CHO-K1 Ca PAM | CHO-K1 Ca antag | OXTR potentiator
O=C(COc1ccc(F)cc1)N/N=C/c1cccc2cccnc12 | 1 | -19 | 0 | -1 | 0.8 | -12 | -3 | -2 | 1
CCN(CC)S(=O)(=O)c1ccc2c(c1)N(CC(=O)NCC1CCCO1)C(=O)CO2 (configuration not stated) | 12 | -7 | -3 | -11 | 0.3 | -7 | 6 | -9 | -2
CCc1cccc(N(C(=O)c2csnn2)C(C(=O)NC(C)(C)C)c2ccncc2)c1 (configuration not stated) | 0 | -10 | -7 | 3 | -0.3 | -4 | 0 | -12 | -12
Cc1onc(-c2ccccc2)c1C(=O)N1CCN(S(=O)(=O)c2ccc3c(c2)OCCO3)CC1 | 4 | -2 | -5 | -10 | 0.2 | -9 | 24 | -6 | -16
CCN(CC)CC(C)CNC(=O)CC(C(=O)N1CCc2ccccc21)n1ccnc1 (configuration not stated) | 5 | -3 | -8 | 13 | 1.4 | 0 | 23 | -29 | 3
COc1nc(OCC#N)nc(N2CCCCC2)n1 | 4 | -9 | -8 | -6 | 5.8 | 5 | 14 | 1 | -4
CN(C)C1(CNC(=O)C2CCN(S(=O)(=O)c3c(Cl)cccc3Cl)CC2)CCCCC1 | 2 | -5 | -6 | -8 | 0.9 | -10 | -12 | 2 | -5
CCOC(=O)C1=C(C)N=C2SCCC(=O)N2C1c1sccc1C (configuration not stated) | 4 | -20 | -5 | -7 | -0.2 | -3 | 12 | -3 | -16
COc1cc(C(=O)OCCNC(=O)c2ccccc2)cc(OC)c1OC | 5 | 1 | 1 | -18 | 4.3 | -6 | 5 | -12 | -9
COc1ccc(OC)c(/C=N/NC(=O)CC2C(=O)NN=C2C)c1 (configuration not stated) | 17 | -7 | 0 | -6 | 0.1 | -28 | 14 | -7 | -3
COc1ccc(-c2noc(-c3ccccc3C(=O)NCc3ccco3)n2)cc1OC | 17 | -28 | 0 | 43 | 5.9 | 16 | -4 | -20 | -6
COCc1ccc(C(=O)N2CCCC(N(C)Cc3ccccc3)C2)s1 (configuration not stated) | 0 | -9 | -6 | -5 | 0.2 | 6 | 7 | -5 | -8
CC(=O)O[C@@H]1C[C@H]2C(C)=C[C@H]3OC(=O)[C@@H](C)[C@H]3C[C@H]2[C@]1(C)O | 2 | -6 | -1 | 9 | 0.7 | 9 | -14 | -4 | -9
C/C(=N\Nc1nc(C)cc(-c2ccccc2)n1)c1ccccc1 | 1 | -13 | -4 | 6 | -0.2 | -15 | 12 | -1 | -5
CCCC(=O)Nc1ccc(-c2nc3cc(C)ccc3o2)cc1 | 3 | -8 | 9 | 12 | 1.4 | -10 | 5 | 7 | -5
O=C(CSc1ccc(-c2ccco2)nn1)NCc1ccccc1 | 1 | 1 | -5 | -26 | 0.4 | 7 | -10 | 8 | -3
O=C(Cn1c(=O)oc2cccnc21)Nc1ccc(C(F)(F)F)cc1 | 1 | 2 | -8 | -9 | 0.1 | -20 | 9 | -8 | -10
O=C(Nc1nc2ccccc2s1)c1ccc(OCC2CCCO2)cc1 (configuration not stated) | 15 | -23 | -3 | 28 | 8.9 | 7 | 10 | 7 | -9
NC(=O)c1snnc1-c1ccccc1 | 1 | -13 | -3 | -4 | 1.4 | -11 | 15 | -5 | 1
Cc1cccc(-c2nc(CS(=O)CC(=O)NC3CCCC(C)C3C)c(C)o2)c1 (configuration not stated) | -3 | -10 | -2 | -41 | 0.6 | -6 | 10 | -16 | 0
CCCCC(=O)Nc1ccc(NC(=S)NC(=O)CC(C)C)cc1OC | 4 | -19 | -7 | -34 | -0.4 | -7 | -4 | -5 | 1
CCn1c(=N)n(CC(=O)C(C)(C)C)c2ccccc21 | -2 | -18 | -9 | -21 | -0.9 | -36 | 10 | -20 | -7
CCOC(=O)c1c(C)[nH]c(C(=O)NCCc2ccc(OC)c(OC)c2)c1C | 1 | -37 | 0 | -3 | 1.8 | 1 | -23 | 0 | -9
O=C(NCC1CCN(C(=O)c2ccc([N+](=O)[O-])cc2)CC1)C(=O)Nc1ccccc1 | 2 | -8 | 0 | 6 | 2.8 | -4 | 11 | -9 | -9
O=C(COC(=O)C1CC(O)CN1S(=O)(=O)c1ccccc1[N+](=O)[O-])c1ccc[nH]1 (configuration not stated) | 2 | -11 | 1 | -14 | -0.5 | 8 | 1 | -6 | -2
CCSc1nc2ccccc2n1CC(=O)O | 6 | 8 | -1 | 3 | 0.1 | -12 | 12 | -11 | -8
COc1ccc(/C(N)=N/OC(=O)Cc2ccccc2OC)cc1 | 1 | 12 | -7 | 4 | 0.1 | -1 | 8 | 0 | -1
O=C(Nc1ccnn1C1CCN(Cc2cccc(OCCO)c2)CC1)c1cccc(F)c1 | 2 | -9 | -4 | 17 | 0.6 | 17 | 19 | -6 | -4
CC(C)(C)OC(=O)N[C@@H](COCc1ccccc1)C(=O)N[C@@H](CO)[C@H](O)[C@@H]1C[C@@H]1C(=O)NC1CC1 | 6 | -12 | 7 | -6 | -0.8 | 3 | -7 | -1 | -5
COCCOc1ccc(C(F)(F)F)cc1NC(=O)c1ccccc1F | -1 | -2 | -6 | -7 | -0.1 | -4 | -4 | 20 | -1
O=C(CSc1nc2ccccc2s1)NCc1ccc2c(c1)OCO2 | 4 | -1 | -1 | -5 | 0.0 | -5 | 24 | -8 | -2
O=C(CNC(=O)c1ccccc1Cl)Nc1ccncc1 | -1 | -7 | 3 | -3 | 0.3 | -3 | -6 | 5 | -2
CCCCCCCNC(=O)C1(CC2CC(c3cccc(Br)c3)=NO2)CCN(C(=O)OC(C)(C)C)CC1 (configuration not stated) | 5 | -33 | -4 | -13 | 0.9 | -1 | 11 | -11 | -9
CC(=O)N1CCN(C(=O)c2ccc(S(=O)(=O)Nc3ccccc3F)cc2)CC1 | -1 | -11 | -8 | -1 | 0.9 | 2 | 17 | -12 | -2
O=C(N/N=C/c1ccc[nH]1)c1ccc(Cl)cc1 | 10 | -9 | -2 | -3 | 2.2 | -7 | 25 | -6 | -2
COc1ccccc1-c1nn2c(=O)cc(C)nc2s1 | 1 | -3 | -3 | 19 | 0.7 | -5 | 11 | -6 | 3
CCc1nc(C)cn1S(=O)(=O)c1ccc(Br)cc1 | 3 | nt | -4 | -23 | 1.3 | -24 | 6 | -12 | nt
O=C(CNCc1cccs1)Nc1ccc(S(=O)(=O)N2CCCCC2)cc1 | 6 | -11 | -15 | 21 | 2.0 | -3 | 16 | -2 | -14
COc1cc(-c2nc(-c3cccnc3)no2)cc(OC)c1OC | 2 | -23 | -7 | -10 | 1.9 | -3 | 24 | -12 | -3
CN1CCN(Cc2nc(Cc3ccccc3)no2)CC1c1ccccc1 (configuration not stated) | 1 | -6 | -7 | -15 | 0.5 | -6 | -10 | -1 | 0

Single records, as listed above. Screens in order: TAAR1 ag | CHO parental Ca | CHRM1 agonist | TAAR1 antag | CHO-K1 Ca ag | CHRM1 antagonist | CHO-K1 Ca PAM | CHO-K1 Ca antag | OXTR potentiator
O=C(CSc1nc2ccccc2s1)NCc1ccc2c(c1)OCO2 reads 4 | -1 | -1 | -5 | 0.0 | -5 | 24 | -8 | -2
CCCCCCCNC(=O)C1(CC2CC(c3cccc(Br)c3)=NO2)CCN(C(=O)OC(C)(C)C)CC1 (configuration not stated) reads 5 | -33 | -4 | -13 | 0.9 | -1 | 11 | -11 | -9
COc1ccccc1-c1nn2c(=O)cc(C)nc2s1 reads 1 | -3 | -3 | 19 | 0.7 | -5 | 11 | -6 | 3

The listing continues:
SMILES | TAAR1 ag | CHO parental Ca | CHRM1 agonist | TAAR1 antag | CHO-K1 Ca ag | CHRM1 antagonist | CHO-K1 Ca PAM | CHO-K1 Ca antag | OXTR potentiator
CCCCNC(=O)c1c(N)[nH]c(C(=O)c2ccccc2)c1-c1ccc(Cl)cc1 | 2 | nt | nt | -8 | -0.1 | nt | 12 | -16 | nt
COc1ccc(CN(CC2CCCO2)S(=O)(=O)c2ccc(C(=O)O)cc2)cc1OC (configuration not stated) | 0 | -10 | -5 | 14 | 0.7 | -5 | 17 | -4 | -4
O=C(O)c1ccccc1C(=O)Nc1ccc(Oc2ccc3ccccc3c2)cc1 | 1 | 14 | -10 | 5 | 3.5 | -3 | 25 | -7 | -16
Cn1nccc1C(=O)OCC(=O)Nc1cccc(Cl)c1 | 2 | -6 | 1 | -11 | 2.3 | -8 | 6 | -14 | -4
Cc1cc(C)n(C(=O)CNC(=O)c2ccccc2F)n1 | 2 | -11 | -3 | -3 | 0.9 | -5 | 2 | -8 | -4
O=C1NC(=O)C2C1C(c1cccs1)NN2Cc1ccccc1 (configuration not stated) | 0 | 0 | -1 | -17 | 0.5 | 5 | 5 | -9 | -6
O=C(COc1ncnc2scc(-c3ccc(F)cc3)c12)NCc1ccco1 | 12 | -16 | -3 | 10 | 0.7 | -5 | 19 | -13 | -12
COc1ccc(C2N(C(=O)c3ccccc3)CCN2C(=O)c2ccc(C)cc2)cc1 (configuration not stated) | 7 | -20 | -4 | 9 | 0.3 | -6 | 12 | 3 | -14
C/C(=N\NC(=O)c1c(C)nc2ccccn12)c1ccccc1F | 4 | -8 | -3 | -8 | -0.4 | -10 | 10 | -4 | -13
Cc1occc1C(=O)Nc1cccc([N+](=O)[O-])c1 | 0 | -5 | -5 | 3 | 0.5 | -10 | 4 | 15 | 1
O=C(NCc1cccnc1)c1csc2c1CCCC2 | 1 | -10 | -9 | -4 | -0.6 | -5 | -3 | -7 | -3
O=C1NC(c2ccccc2)C(c2ccccc2)N1 (configuration not stated) | 3 | nt | -4 | 6 | 1.2 | -8 | 12 | 4 | nt
COc1ccccc1N1CCN(Cc2cc(=O)c(OCC#N)co2)CC1 | 2 | 1 | -2 | -13 | 1.7 | -21 | 18 | -24 | -4
CN1C(=O)N(C)C2(c3ccccc3)N(C(C)(C)C)C(=O)NC12c1ccccc1 (configuration not stated) | 0 | -12 | -6 | 1 | 0.2 | 5 | 31 | -15 | 3
CCOc1ccc(NS(=O)(=O)c2ccc(Cl)c(C(=O)N(C)Cc3cccnc3)c2)cc1 | 4 | -26 | -1 | -11 | 3.5 | -9 | -8 | 2 | -6
O=S1(=O)C=C[C@@H](COCc2ccccc2)N1Cc1ccc(Br)cc1 | -1 | nt | -5 | 10 | 1.6 | 10 | 2 | 12 | nt
CCn1c(=O)n(CC)c2cc(NC(=O)C(C)c3ccccc3)c(Br)cc21 (configuration not stated) | 4 | -32 | -8 | -4 | 0.9 | -10 | 9 | 1 | -17

Hits appear at their usual frequency, and some 4.2% of all compounds hit somewhere here.
